Screening data deposited in PubChem by several laboratories.
MEKK2wt PB1 HTS: modulators of MEK5 binding to wildtype MEKK2, primary screen, biochemical, multiplex bead flow cytometry, Alexa488-MEK5 | Mitogen-activated protein kinase kinase kinase 2 (Homo sapiens), Q9Y2U5 | Alexa488-MEK5 binding to MEKK2 WT; actives lie on both sides | binding response (% of control), % at 10 µM | actives 1.1% (n = 290,000); in the data active means binding response below about 67% or above about 130%
MEKK2 mut-MEK5: MEK5 binding signal on mutant MEKK2 PB1, primary screen, biochemical, multiplex bead flow cytometry, Alexa488-MEK5; percent response, % at 10 µM; AID 1530, 2009; actives 0.35% (n = 290,000); Alexa488-MEK5 binding to MEKK2 mutant; in the data active means percent response above about 24%, passing the limit was not always enough; further: inactives centre near 1; some results filed as inactive read as strong as hits; reference of the scale not given here
IDE act: human IDE activators in live cells, primary screen, fluorescence polarization, HEK cells, FAbeta-B substrate. actives 0.073% (n = 340,000). activation, % at 5.96 µM. FAbeta-B cleavage; 0% vehicle, 100% cell-free pure enzyme wells. Insulin-degrading enzyme (Homo sapiens), P14735;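 active means activation above the mean of all tested compounds plus 3 SD, set per screening campaign, cut at about 17% in these data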
NALP1 yeast inh: NALP1 inflammasome inhibitors in reconstituted yeast, colorimetric, S. cerevisiae, triplicate retest; S. cerevisiae NALP1/ASC/caspase-1 growth, X-gal OD620, 72 h; inhibition, % at 10 µM; actives 0.61% (n = 280,000); AID 2071, 2009; in the data active means inhibition mostly above about 24%, no sharp cut-off; inactive means mostly below about 32%; further: some compounds called inactive have numbers as strong as hits
MEKK3 PB1 HTS: modulators of MEKK3-MEK5 PB1 binding, primary screen, biochemical, wildtype MEKK3, multiplex bead flow cytometry, Alexa488-MEK5; binding response (% of control), % at 10 µM; actives 1.4% (n = 290,000); Mitogen-activated protein kinase kinase kinase 3 (Homo sapiens), Q99759; AID 1529, 2009; bead-based flow cytometry, Alexa488-MEK5 binding to MEKK3; actives lie on both sides; 0 = blocked by unlabeled MEK5, 100 = vehicle;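 active means binding response more than 3 SD above or below the average of its plate-row segment, actives on both sides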;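 further: Alexa488 bead fluorescence after subtracting the streptavidin-only scavenger bead signal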
Target sequence (Q99759 whole entry, looked up): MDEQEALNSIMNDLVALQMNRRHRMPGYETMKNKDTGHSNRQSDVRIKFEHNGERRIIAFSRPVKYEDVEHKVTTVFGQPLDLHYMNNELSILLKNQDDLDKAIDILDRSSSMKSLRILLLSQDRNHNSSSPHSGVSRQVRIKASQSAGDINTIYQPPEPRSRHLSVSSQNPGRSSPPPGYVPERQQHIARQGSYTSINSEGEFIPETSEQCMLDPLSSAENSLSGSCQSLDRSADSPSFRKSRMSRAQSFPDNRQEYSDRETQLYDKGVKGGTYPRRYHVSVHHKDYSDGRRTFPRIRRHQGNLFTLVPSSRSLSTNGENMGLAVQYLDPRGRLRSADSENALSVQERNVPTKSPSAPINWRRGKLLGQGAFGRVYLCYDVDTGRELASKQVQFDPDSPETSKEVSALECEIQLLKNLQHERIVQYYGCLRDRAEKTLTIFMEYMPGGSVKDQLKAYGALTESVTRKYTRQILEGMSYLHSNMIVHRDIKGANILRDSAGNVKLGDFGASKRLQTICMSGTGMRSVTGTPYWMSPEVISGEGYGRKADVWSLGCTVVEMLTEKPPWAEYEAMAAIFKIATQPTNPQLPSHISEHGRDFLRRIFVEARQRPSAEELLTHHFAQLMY
IDE inh: human IDE inhibitors in live cells, primary screen, fluorescence polarization, HEK cells, FAbetaB substrate; Insulin-degrading enzyme (Homo sapiens), P14735; FAbetaB cleavage; inhibition, % at 5.59 µM; actives 0.41% (n = 320,000);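 active means percent inhibition above the average of all tested compounds plus 3 SD, set per screening campaign, cut at about 16% in these data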;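 further: IDE supplied by intact live HEK cells; FP after avidin binding of uncleaved biotin substrate so inhibition keeps polarization high; 0% = DMSO wells and 100% = 60 µM reference IDE inhibitor Ii1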
pCIP destab: p/CIP-EGFP fusion destabilizers, primary screen, fluorescence, F442A cells; decrease of EGFP signal, % at 10 µM; 16 h; actives 0.01% (n = 290,000); Q05BA5; AID 1984, 2009;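 active means EGFP signal decrease of at least 30% at 10 µM or well 3 SD below plate mean, unless failing retest; inactive means the rest, including hits failing retest or dose response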; further: some compounds called inactive have numbers as strong as hits; many of its hits are not listed in these tables
SUMO HTRF inh: inhibitors of in vitro SUMOylation cascade, primary screen, biochemical, HTRF, uHTS. HTRF SUMOylation assay, SAE1/SAE2 + UBC9. inhibition, % at 35 µM. actives 0.36% (n = 290,000). AID 2006, 2009; in the data active means inhibition above about 50%, passing the limit was not always enough; further: strong numbers were not always called active
Target sequence (P63279 whole entry, looked up): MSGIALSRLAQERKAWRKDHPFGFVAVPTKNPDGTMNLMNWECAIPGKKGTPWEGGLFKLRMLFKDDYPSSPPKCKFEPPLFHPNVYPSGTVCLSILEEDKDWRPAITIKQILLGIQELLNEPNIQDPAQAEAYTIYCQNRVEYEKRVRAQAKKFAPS
M18AAP inhibitor: PfM18AAP inhibitors, malaria aminopeptidase, primary screen, biochemical, QFRET, recombinant enzyme; inhibition, % at 7.35 µM; actives 1.2% (n = 290,000); H-Glu-NHMec fluorogenic cleavage;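 active means inhibition above the campaign mean inhibition over all tested compounds plus 3 SD, cut at about 28% in these data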;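 further: 0% = plate median of test compound wells and 100% = 2 mM ZnCl2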
The depositor's hits bear a star; · = not tested or not shown; [ ] = dose if it differs, or a comment. Some of the compounds tested (hit frequency here may not be typical).

canonical_smiles	IDE inh	MEKK2 mut-MEK5	pCIP destab	MEKK2wt PB1 HTS	M18AAP inhibitor	NALP1 yeast inh	IDE act	SUMO HTRF inh	MEKK3 PB1 HTS
Cc1ccc(CNC(=O)C2CCC(=O)N(CCc3cccc(F)c3)C2)cc1 (stereo not drawn)	1	4	-2	107	-5	15	1	0	106
CCOC(=O)c1c(C)oc2ccc(NS(=O)(=O)c3ccc4c5c(cccc35)C(=O)N4)cc12	4	-2	-16	101	-1	1	3	0	99
CCCN(CCC)S(=O)(=O)c1ccc(C(=O)NNC(=O)c2cc(OC)c(OC)c(OC)c2)cc1	-1	3	-3	97	0	5	2	8	98
COC(C(=O)Nc1ccnn1C1CCN(Cc2ccc(C)o2)CC1)c1ccccc1 (stereo not drawn)	·	-4	-8	99	3	18	4	-16	99
C=CCNc1nc(C2(C)CC3(CC(C)OC3=O)C(=O)O2)cs1 (stereo not drawn)	-3	4	8	112	0	9	3	6	107
Cc1ccc(NC(=O)c2c3c(nc4ccccc24)CCC3)cc1S(=O)(=O)N(C)C	1	-5	8	92	-2	1	3	22	98
CC1=C(C)CC(C(=O)NCc2ccccc2F)C(C(=O)O)C1 (stereo not drawn)	-4	5	3	102	4	-3	-2	7	102
Cc1cc(N2CCCC2)nc(-c2ccccc2O)n1	10	10	-1	108	-2	0	-1	-1	100
CCCCC(=O)NCCc1cc2c(C)ccc(C)c2[nH]c1=O	3	12	·	105	-2	·	11	·	104
Cc1ccc2[nH]c(=O)c3cc(C(=O)N(CCCOC(C)C)Cc4ccco4)sc3c2c1	2	5	-16	108	-7	-6	-2	8	107
CC(=O)N1CCc2[nH]c3ccc(C)cc3c2C1	-1	1	12	101	13	9	-3	4	103
CCn1cc(C(=O)Nc2ccc(-n3cnnn3)c(OC)c2)c(=O)c2ccc(C)nc21	·	1	-12	102	-13	18	·	16	101
Cc1nn(-c2ccccc2)c(N)c1C1(O)C(=O)N(C(C)C)c2ccccc21 (stereo not drawn)	4	-1	-8	104	-2	27	3	4	105
Nc1nc(-c2cc3ccccc3o2)cs1	3	-5	-8	89	-8	0	-2	20	95
Cn1c(=O)c2c(nc(CN3CCC(C(N)=O)CC3)n2Cc2ccccc2F)n(C)c1=O	1	4	-1	105	2	14	0	19	106
COc1cc(C(C)=O)ccc1OCCCN1CCC(Cc2ccccc2)CC1	-2	4	12	115	-12	·	3	2	106
O=C1c2cccnc2C(=O)N1Cc1ccc(S(=O)(=O)NCc2ccco2)s1	-4	-2	-5	99	2	3	-3	22	101
COc1cc(CCC(C)=O)ccc1OC(=O)c1c(F)cccc1Cl	-3	7	-6	100	-7	8	6	11	99
Nc1nonc1-n1nnc(C(=O)N/N=C/c2ccc(OCc3ccccc3)cc2)c1COc1ccc(F)cc1	-2	7	-3	93	-4	·	-3	34	101
Cc1ccc(CN2CC(C(=O)Nc3ccc(S(=O)(=O)N4CCCCC4)cc3)CC2=O)cc1 (stereo not drawn)	1	-7	8	94	9	7	1	-1	96
Cc1n[nH]c(C)c1CNCc1c(C(=O)N2CCCCCCC2)nc2ccc(Cl)cn12	0	-2	4	95	0	·	-6	11	95
COc1ccccc1N/N=C/c1c(CO)cnc(C)c1O	5	2	7	104	7	36	1	1	105
CCCCn1c(SCC(=O)NC2CC(C)(C)NC(C)(C)C2)nc2cc(S(N)(=O)=O)ccc21	2	10	-10	105	-2	19	6	11	104
CCN1CCN(CCCNC(=O)c2ccc(/C=C3/Oc4ccccc4N(Cc4cccc(C)c4)C3=O)cc2)CC1	3	34*	-6	169*	-9	23	5	27	105
Cc1ccc(N2CC(C(=O)Nc3ccc(C)c(S(=O)(=O)N(C)C)c3)CC2=O)cc1 (stereo not drawn)	5	-8	-1	92	5	-21	-1	-25	98
CC(=N\NC(=O)c1ccc([N+](=O)[O-])cc1)/C(=N/O)C(=O)Nc1ccccc1	-3	-1	2	99	10	1	-5	-1	103
CCc1cc2c(-c3ccccc3)cc(=O)oc2cc1OC(=O)c1cccs1	3	-2	11	100	0	26	0	6	99
CCCOc1ccccc1/C=N/NC(=O)C1CC1	·	5	-4	107	-14	11	-4	13	106
CCCC(=O)c1cc(F)c(N2CCN(CCC#N)CC2)cc1C	3	-6	-12	97	-1	14	0	21	93
CCCP(=O)(CC(=O)N(CC)CC)c1ccccc1 (stereo not drawn)	1	5	-9	99	7	-42	3	-12	99
CN1CCN(C(=O)C2=C[C@@H](C3CC3)C[C@@H](OCc3ccc(CO)cc3)O2)CC1	0	4	1	111	-9	12	8	6	103
Cn1c(=NC(=O)COc2ccccc2)sc2ccccc21	1	-3	-19	85	-6	0	6	4	74*[inhibitor]
CCOC(=O)N1CCN(c2nc(-c3cccc(OC)c3)cc(C(F)(F)F)n2)CC1	1	3	-8	102	-14	14	6	18	105
O=C(CCC(=O)N1CCOCC1)NCCc1ccc(Cl)cc1Cl	2	2	2	101	4	9	5	8	98
O=C(O)/C=C\c1ccccc1Oc1ccc(F)cc1	3	3	15	100	-1	-69	8	8	101
CCCCNC(=S)N/N=C/c1ccccc1F	0	1	-3	104	6	20	5	3	106
CC1CC(C)CN(S(=O)(=O)c2ccc3c(c2)oc(=O)n3CC(=O)NCc2cccnc2)C1 (stereo not drawn)	-2	27	-6	116	4	2	-1	20	127
O=C(c1ccccc1NS(=O)(=O)c1ccc(F)cc1)N1CCCCC1	-1	-4	-5	97	-1	8	2	-3	97
COc1ccc(NC(=O)c2cc(S(=O)(=O)N3CCCCC3)c[nH]2)cc1Cl	2	5	-5	104	6	11	-3	22	104
COc1ccccc1-n1c(SCC(=O)O)nc2c(sc(=S)n2-c2ccc(C)c(C)c2)c1=O	0	14	-9	110	-5	0	3	17	113
COC(=O)c1sc(NC(=O)c2cc3c(s2)CCCC3)nc1C	1	7	7	106	1	33*	-3	-22	103
C=CCN1C(=O)C(Cc2ccc(F)cc2)S/C1=N/N=C/c1ccco1 (stereo not drawn)	-6	-2	-7	98	-12	-1	5	-2	96
O=C(COC(=O)c1cccnc1Cl)NCCC1=CCCCC1	11	-4	-11	102	0	8	-6	12	99
CCOC(=O)C1CCCN(C(c2ccccn2)c2c(C)[nH]c3ccccc23)C1 (stereo not drawn)	-1	-4	-10	87	3	19	9	-2	94
Fc1ccccc1NC(=S)NCCc1ccc(Cl)cc1	·	-3	-15	95	-1	-7	2	-10	98
CCc1ccc(S(=O)(=O)Nc2nnc(N)s2)cc1	3	1	-3	104	-1	9	4	-1	103
O=C(C1CCCN(S(=O)(=O)c2cccc3nonc23)C1)N1CCN(c2ccccc2)CC1 (stereo not drawn)	10	-13	-4	87	6	-6	-2	10	84
CC1CCCCN1CCCNC(=O)CN1C(=O)CSc2ccc(S(=O)(=O)N3CCOCC3)cc21 (stereo not drawn)	6	1	6	105	0	20	2	·	102
Cc1ccccc1C(=O)N1CCN(c2ccc(NC(=O)c3ccccc3[N+](=O)[O-])cc2)CC1	2	-5	-10	95	-5	-11	4	5	101
COc1ccc(C2C(C#N)=C(N)N(c3ccccc3C#N)C3=C2C(=O)CCC3)cc1CN1CCCC1 (stereo not drawn)	-9	-1	2	97	-2	22	5	-6	95
CC(C)Cn1c(-c2csc3c2CCCC3)n[nH]c1=S	0	·	-14	·	-4	-10	-10	-16	·
O=C(COC(=O)c1ccc(Br)o1)Nc1nc2ccccc2s1	-2	2	-2	100	1	-1	1	2	95
CCN(CC)CC(=O)NC1CCCc2c1cnn2-c1cc(F)cc(F)c1 (stereo not drawn)	7	4	·	104	-13	·	-5	·	102
CCOc1ccc(OCCCC(=O)Nc2nc3ccccc3[nH]2)cc1	1	2	11	105	2	6	0	2	108
Nc1nonc1C(=O)NCCNC(=O)c1ccc(Cl)c(Cl)c1	4	1	-2	102	11	7	1	2	102
O=C1COc2cc(S(=O)(=O)CCC(=O)N3CCCCC3)c(Cl)cc2N1	2	0	0	99	-6	-7	-1	17	100
O=C(Nc1ccc(CN2CCOCC2)cc1)c1ccc(Cl)cc1	-5	1	-10	99	4	6	-5	1	101
Cc1cccc(NC(=O)CSc2nnc(CNC(=O)c3ccc(S(=O)(=O)N(C)C)cc3)n2-c2cccc(C)c2)c1	6	-2	-9	95	-10	23	-7	-12	97
Cc1ccccc1NC(=O)Cc1nnc(NC(=O)Nc2ccccc2F)s1	6	-9	2	90	-7	·	1	20	83
c1ccc(CCNc2nc3ccccc3n3nnnc23)cc1	7	·	-12	·	3	-1	1	19	·

Record cards, as listed above. Values in the order: IDE inh, MEKK2 mut-MEK5, pCIP destab, MEKK2wt PB1 HTS, M18AAP inhibitor, NALP1 yeast inh, IDE act, SUMO HTRF inh, MEKK3 PB1 HTS
Entry for `CC1=C(C)CC(C(=O)NCc2ccccc2F)C(C(=O)O)C1` (stereo not drawn) → -4, 5, 3, 102, 4, -3, -2, 7, 102
Entry for `Cc1cc(N2CCCC2)nc(-c2ccccc2O)n1` → 10, 10, -1, 108, -2, 0, -1, -1, 100
